Assay outcomes (PubChem BioAssay)
JMJD2E inh: qHTS Assay for Inhibitors of Human Jumonji Domain Containing 2E (JMJD2E). 230,000 tested, 1.6% active. AID 2147, 2009. Lysine-specific demethylase 4E (Homo sapiens), B2RXH2. Potency, µM (titrated, usually from 57.1 µM), for inactives: at the top dose activity change, negative = inhibition, actives largely listed as inhibitors. JMJD2E catalytic domain, FDH-coupled NADH fluorescence (FDH is formaldehyde dehydrogenase); active = well fitted inhibition curve with a large enough effect, not every such curve was filed as active; inconclusive = small, poorly fitted or top-dose-only effect, or another doubt; inactive = no such curve, though single readings can be large or run the other way;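 also: 0% = wells with enzyme and -100% = buffer wells without enzyme; nearly all actives have a fitted effect of over 50% in size; many of its hits are not listed in these tables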
Target sequence (B2RXH2 1-337 limits assumed): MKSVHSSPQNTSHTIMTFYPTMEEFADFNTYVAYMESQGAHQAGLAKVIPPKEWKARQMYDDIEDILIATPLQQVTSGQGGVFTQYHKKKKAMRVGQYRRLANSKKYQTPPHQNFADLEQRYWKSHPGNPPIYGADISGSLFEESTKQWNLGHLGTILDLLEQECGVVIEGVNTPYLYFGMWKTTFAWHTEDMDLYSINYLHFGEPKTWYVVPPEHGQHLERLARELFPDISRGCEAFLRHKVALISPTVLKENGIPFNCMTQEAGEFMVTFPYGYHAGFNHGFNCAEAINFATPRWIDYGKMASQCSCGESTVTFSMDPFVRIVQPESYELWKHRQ
TRb SRC2 PPI: qHTS for Inhibitors of the Interaction of Thyroid Hormone Receptor and Steroid Receptor Coregulator 2 | 280,000 tested, 0.065% active | AID 1469, 2008 | TRbeta-SRC2 peptide binding, fluorescence polarization; receptor liganded with 1 µM T3 | Potency, µM (series often up to 106 µM), without a hit: at the top dose activity change, negative = inhibition, hits mostly inhibitors | Thyroid hormone receptor beta (Homo sapiens), P10828;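 also: plate controls were bound peptide for no effect and peptide without receptor for full effect; nearly all actives have a fitted effect of over 50% in size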
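Fluorescence polarization of 20 nM Texas Red SRC2 peptide (20-aa NR interaction domain) bound to 0.6 uM human TRb ligand-binding domain, with 1 uM T3, after 5 hr at ambient temperature; inhibition seen as decreased polarization.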
RECQ1 helicase: qHTS Assay for Inhibitors of RecQ-Like Dna Helicase 1 (RECQ1); ATP-dependent DNA helicase Q1 (Homo sapiens), P46063; RECQ1 DNA unwinding, red fluorescence kinetic read; Potency, µM (highest dose often 57.3 µM), for inactives: at the top dose activity, negative = inhibition, actives largely listed as inhibitors; 240,000 tested, 0.54% active; AID 2549, 2010;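 also: plate controls were vehicle for no effect and no enzyme for full effect; nearly all actives have a fitted effect of over 30% in size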
Target sequence (P46063 whole entry, looked up): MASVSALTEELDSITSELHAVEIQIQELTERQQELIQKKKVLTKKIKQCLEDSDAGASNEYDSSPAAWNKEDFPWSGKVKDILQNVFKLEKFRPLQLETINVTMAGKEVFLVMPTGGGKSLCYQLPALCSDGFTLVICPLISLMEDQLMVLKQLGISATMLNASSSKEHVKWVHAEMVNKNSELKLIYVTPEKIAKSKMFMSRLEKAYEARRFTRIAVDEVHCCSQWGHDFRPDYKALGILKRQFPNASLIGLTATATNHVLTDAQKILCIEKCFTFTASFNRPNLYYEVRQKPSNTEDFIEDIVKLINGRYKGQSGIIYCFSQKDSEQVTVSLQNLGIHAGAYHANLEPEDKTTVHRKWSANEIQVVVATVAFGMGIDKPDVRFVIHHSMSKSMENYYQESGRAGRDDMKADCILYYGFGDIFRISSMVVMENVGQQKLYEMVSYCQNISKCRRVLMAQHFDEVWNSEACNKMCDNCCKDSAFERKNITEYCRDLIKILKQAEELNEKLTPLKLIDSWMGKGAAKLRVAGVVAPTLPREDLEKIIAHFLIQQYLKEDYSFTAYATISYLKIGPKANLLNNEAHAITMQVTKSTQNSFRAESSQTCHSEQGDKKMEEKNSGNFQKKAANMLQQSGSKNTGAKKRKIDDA
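50 nM RECQ1T1 preincubated 15 min with compound in Tris pH 8.0 buffer with MgCl2, DTT, Tween-20 and 2.5 ug/ml poly(dI-dC); started with 200 nM TAMRA/BHQ-2 forked duplex and 2 mM ATP. Unwinding read as fluorescence (525/598 nm), two reads 2 h apart.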
Tau fibril FP: qHTS for Inhibitors of Tau Fibril Formation, Fluorescence Polarization. K18 P301L tau heparin fibrillization, Alexa594 FP, 6 h. 280,000 tested, 0.39% active. Potency, µM (titrated, usually from 57.7 µM), without a hit: at the highest dose activity, negative = inhibition, most hits filed as inhibitors. Microtubule-associated protein tau (Homo sapiens), P10636; also: nearly all actives have a fitted effect of over 55% in size
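Heparin (20 uM) drove fibril formation of recombinant tau K18 P301L, 15 uM unlabeled with 0.24 uM Alexa 594 label, for 6 hr at 37 C in 100 mM sodium acetate pH 7. Fluorescence polarization (555/632 nm) read 1 hr after 30 uM ThT.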
GoLoco inh red: qHTS Assay for Inhibitors of RGS12 GoLoco Motif Activity (Red Fluorophore). Gai1:RGS12 GoLoco peptide FP, rhodamine, 10 min. 230,000 tested, 0.44% active. Potency, µM (doses to about 61.6 µM), for the others: top-dose activity, negative = inhibition, most hits filed as inhibitors. Guanine nucleotide-binding protein G(i) subunit alpha-1 (Homo sapiens), P63096. AID 880, 2007; active = well fitted inhibition curve with a large enough effect, not every such curve was filed as active; inactive = no such curve, though single readings can be large or run the other way; also: nearly all actives have a fitted effect of over 30% in size; many of its hits are not listed in these tables
L3MBTL1 inh: qHTS Assay for the Inhibitors of L3MBTL1; Lethal(3)malignant brain tumor-like protein 1 (Homo sapiens), Q9Y468; AlphaScreen L3MBTL1–H3K9me1 peptide binding; Potency, µM (doses to about 57.1 µM), inactives show at the highest dose activity, negative = inhibition, most hits filed as inhibitors; 230,000 tested, 0.66% active; also: nearly all actives have a fitted effect of over 60% in size
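L3MBTL1 (50 nM) pre-complexed 30 min with biotinylated H3(1-15)K9me1 peptide (75 nM), then compounds added for 30 min at room temperature; AlphaScreen streptavidin donor/nickel chelate acceptor beads (10 ug/mL final) read after 30 min dark incubation.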
Tau fibril ThT: qHTS for Inhibitors of Tau Fibril Formation, Thioflavin T Binding | 270,000 tested, 2.1% active | recombinant tau K18 P301L (four-repeat tau fragment), heparin-induced fibrillization, ThT fluorescence | Potency, µM (doses to about 57.4 µM), without a hit: at the top dose activity, negative = inhibition, actives largely listed as inhibitors; also: nearly all actives have a fitted effect of over 55% in size
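Recombinant human tau K18 fragment […] carrying P301L, 15 uM unlabeled plus 0.24 uM Alexa 594-labeled, was fibrillized with 20 uM heparin in 100 mM sodium acetate pH 7 for 6 hr at 37 C; 30 uM ThT fluorescence read after 1 hr.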
TexasRed fluor: Total Fluorescence Counterscreen for Inhibitors of the Interaction of Thyroid Hormone Receptor and Steroid Receptor Coregulator 2 | TRb/SRC2 Texas Red total fluorescence interference | Potency, µM (highest dose often 106 µM), without a hit: top-dose fluorescence change, negative = quenching | 280,000 tested, 0.29% active | AID 1479, 2009; active = well fitted curve in either direction with a large enough effect; inconclusive = small, poorly fitted or top-dose-only effect
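Flags fluorescent or light-absorbing compounds by total fluorescence, S + 2P, at 555 nm excitation and 632 nm emission. Mixture: 20 nM Texas Red SRC2 peptide, 0.6 uM human TRb LBD, 1 uM T3, 5% DMSO; compound exposure 5 h at ambient temperature.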
The depositor's hits bear a star; i = inactive; ? = inconclusive; / = not tested or not shown; [ ] = remark or other dose. Unless noted, calls follow the shape of the dose curve; as a rule, active = well fitted curve in the direction sought with a large enough effect; inconclusive = small, poorly fitted or top-dose-only effect, or another doubt; inactive = no such curve, though single readings can be large; an effect the other way counts as inactive or inconclusive. Unless noted, % is scaled to controls: 0 for no effect and ±100 for the full control effect; potency is read from the fitted curve at half-maximal effect. These rows are one share of the data; rates above refer to the full screens.

SMILES	JMJD2E inh	TRb SRC2 PPI	RECQ1 helicase	Tau fibril FP	GoLoco inh red	L3MBTL1 inh	Tau fibril ThT	TexasRed fluor
O=C(C1=C(O)C(=O)N(CCOCCO)C1c1cccs1)c1cccs1 (centres undefined)	?	-3%	3%	2%	-3%	-6%	-10%	-2%
CCc1nc(SCC(=O)N2CCN(c3ccccc3)CC2)c2c(=O)n(C)c(=O)n(C)c2n1	-2%	-2%	i	-6%	-5%	10%	-8%	0%
CC(=O)Nc1ccc(NC(=O)C(C)OC(=O)c2ccccc2C(=O)c2ccc(Cl)c([N+](=O)[O-])c2)cc1 (centres undefined)	-6%	0%	-5%	-1%	2%	-2%	-14%	0%
COc1ccc(Nc2nc(-c3cccc([N+](=O)[O-])c3)nc3ccccc23)cc1	5%	14%	-3%	?	2%	-14%	?	-1%
O=C(Cn1nnc2ccccc21)NNC(=S)NC1CCCCC1	0%	3%	-1%	2%	13%	-13%	-21%	0%
CN(C)c1ccc(-c2ccc([C@H]3[C@@H]4C=CCC[C@@]4(C)C(=O)N3Cc3ccccc3)c(F)c2)cc1	?	6%	-14%	1%	8%	/	-14%	0%
O=C(CN1CCCCCC1)NCCc1ccc(F)cc1	-28%	-5%	-3%	4%	-1%	-2%	-10%	-1%
CCCCN1CC(O)=C(c2nc3ccccc3[nH]2)C1=N	-2%	3%	-7%	4%	/	43%[activator]	-10%	-2%
COc1cc(S(=O)(=O)n2c(C)nc3ccccc32)ccc1F	4%	0%	i	-13%	-2%	11%	0%	2%
COc1ccccc1NC(=O)Cn1nnc(C(=O)Nc2ccccc2)c1N	4%	29%	3%	-2%	-1%	-9%	-7%	2%
CCN(CC)C(=O)CSc1nnc2nnc3cc(Cl)ccc3n12	-2%	10%	7%	5%	4%	5%	0%	-2%
C/C(=N/NC(=O)c1cccs1)c1cccc(NC(=O)C2CC2)c1	?	-12%	-5%	-7%	2%	5%	?	-2%
O=C(NCc1ccccc1)NC1CC2CCC(C1)N2Cc1ccco1 (centres undefined)	0%	-4%	16%	-8%	2%	2%	8%	-3%
COCC(=O)Nc1cc(C(=O)OC)cc(C(=O)OC)c1	5%	-7%	0%	0%	-1%	6%	4%	2%
Clc1ccc(CN2CCC(c3nc4ccc(Cl)cc4[nH]3)CC2)cc1	-5%	-13%	-14%	-2%	-13%	-2%	11%	1%
CCC(C(=O)OCC(=O)Nc1c(C)n(C)n(-c2ccccc2)c1=O)c1ccccc1 (centres undefined)	4%	-5%	0%	0%	-19%	2%[11.4 µM]	-1%	-1%
Cc1ccc(C(=O)Nc2ccccc2)cc1S(=O)(=O)Nc1ccccc1	/	0%	/	?	/	/	-6%	0%
COc1cccc(Cn2c(SCC(=O)N(C)c3ccccc3)nc3ccccc32)c1	/	-7%	/	-8%	/	/	?	0%
COc1ccc(C2c3c(ncn(CCN4CCOCC4)c3=N)Oc3ccc4ccccc4c32)cc1 (centres undefined)	-3%	-1%	i	12%	11%	/	-10%	-2%
COC(=O)Cc1ccc(NC(=S)N2CCCCC2C)cc1 (centres undefined)	1%	-6%	i	8%	10%	-1%	-4%	-2%
COc1ccc(-c2nc3ccccc3o2)cc1NC(=O)C(C)(C)Oc1ccc(Br)cc1	/	6%	/	-12%	/	/	-15%	-14%
Cc1ccc(-c2nn(-c3ccccn3)c(=O)c3ccccc23)cc1	-4%	5%	-4%	-1%	6%	?	-1%	-3%
COc1ccc(-c2ccnc(SCC(=O)c3ccc(Br)cc3)n2)cc1	-8%	-16%	-8%	-17%	9%	2%	-6%	2%
Cc1ccc(NC(=O)CSc2nc3ccccc3c3nc(CCc4c(C)n[nH]c4C)nn23)c(C)c1	/	1%	/	-11%	/	/	?	-7%
CC1Cc2cc(/C(O)=C3/C(=O)C(=O)N(CCCn4ccnc4)C3c3ccncc3)ccc2O1 (centres undefined)	-3%	-10%	-1%	3%	0%	6%	-3%	-1%
O=C(Nc1nnc(SCc2c(Cl)cccc2Cl)s1)C1CCCO1 (centres undefined)	0%	-13%	-5%	5%	11%	6%	-14%	-2%
Cc1ccc(NC(=O)c2sc(-n3nc(C)c(Cc4ccc5c(c4)OCO5)c3C)nc2C)cc1C	/	5%	/	-13%	/	/	0%	-8%
O=C(COc1ccc(Cl)cc1)N(Cc1ccco1)c1ccccn1	/	0%	/	-2%	/	/	2%	-4%
COC(=O)c1cc(COc2ccc3c4c(c(=O)oc3c2)CCCC4)c(C)o1	?	-3%	-13%	-2%	2%	4%	?	-1%
COc1cc(C2c3c(oc4ccccc4c3=O)C(=O)N2Cc2ccncc2)ccc1O (centres undefined)	-12%	-12%	-9%	-4%	7%	-7%	-2%	0%
CC12CC3CC(C)(C1)CC(CN1CCOCC1)(C3)C2	-4%	-9%	i	-2%	4%	18%	-4%	0%
O=C(OCC(=O)N1CCc2ccccc21)c1ccc(Cl)nc1	-1%	-2%	-13%	-5%	19%	8%	-18%	0%
c1ccc(C2=Nc3ccccc3SC2c2nc3ccccc3[nH]2)cc1 (centres undefined)	?	-8%	-4%	-6%	0%	/	?	-1%
CCc1ccc(OCC(=O)Nc2cc(-c3ccc(C)cc3)no2)cc1	/	-1%	/	-7%	/	/	?	-2%
Cc1cc(C(=O)COc2cccc(-n3cnnn3)c2)c(C)n1-c1ccccc1	5%	-1%	-4%	6%	18%	-2%	-20%	-1%
CC(C)COc1ccc(Br)cc1CNC(C)(C)C	3%	-1%	i	-5%	-9%	6%	-1%	1%
O=[N+]([O-])c1ccc(Oc2cccc(Br)c2)c2ccncc12	-7%	-3%	-9%	2%	4%	/	?	-3%
CC(=O)c1ccc(N2CCN(S(=O)(=O)c3ccc(-c4cc(C(F)(F)F)on4)s3)CC2)cc1	/	4%	/	-3%	/	/	6%	-2%
CCC(C)n1c(=N)c(S(=O)(=O)c2ccc(C)cc2)cc2c(=O)n3cc(C)ccc3nc21 (centres undefined)	/	-2%	/	-1%	/	/	6%	-4%
NC(N)=NS(=O)(=O)c1ccc(NC(=S)NC(=O)c2ccccc2)cc1	-2%	-4%	6%	-7%	2%	/	/	0%
CCOc1cc(/C=N/NC(=O)Cc2ccc(C(F)(F)F)cc2[N+](=O)[O-])c(Br)cc1OC	-2%	4%	1%	-1%	0%	5%	0%	1%
O=CN(CCN(C=O)CN1CCCCC1)CN1CCCCC1	-3%	3%	i	-2%	-2%	-3%	-1%	-5%
O=C(COC(=O)c1ccccc1-c1nc2ccccc2s1)NC1CCS(=O)(=O)C1 (centres undefined)	?	8%	0%	-5%	-7%	-5%	-4%	1%
COc1ccc(NCc2n[nH]nc2-c2ccccc2)cc1Cl	2%	0%	i	14%	-1%	-12%	?	4%
CCCN(CCC)CCCNC(=S)Nc1ccc2nc3n(c(=O)c2c1)CCCCC3	?	-10%	-13%	4%	4%	-3%	1%	-1%
O=C(c1ccc(CNc2c(N3CCCC3)c(=O)c2=O)cc1)N1CCN(C2CCCCC2)CC1	1%	4%	-3%	4%	-3%	5%	-3%	1%
O=C(O)c1ccc(Sc2nnnn2-c2ccccc2)c([N+](=O)[O-])c1	3%	-12%	-8%	-1%	7%	-5%	-6%	-3%
COc1ccc(C2N(c3ccc(Cl)cc3)N=C(C(C)=O)N(C)N2C(C)=O)cc1 (centres undefined)	-3%	2%	-19%	0%	3%	/	?	-3%
CCOC(=O)c1c(C)[nH]c(C(=O)/C(C#N)=C/c2ccc(OC(F)F)c(OC)c2)c1C	-1%	4%	88%[activator]	2%	8%	-10%	-23%	3%
Cc1cc(C(=O)N2CCN(c3ncccn3)CC2)c2cc(F)ccc2n1	?	-16%	i	4%	-5%	3%	0%	-1%
CCCCNC(=O)C(=O)NC(C)CCc1ccccc1 (centres undefined)	2%	-14%	i	0%	5%	3%	5%	2%
N#Cc1c(-c2ccccc2)nc(SCC(=O)Nc2nnc(C(F)(F)F)s2)[nH]c1=O	-13%	5%	25%	3%	12%	19%	21%	-4%
C=CCSc1nc2ccsc2c(=O)n1-c1cccnc1	2%	6%	-8%	-9%	2%	/	-4%	-1%
CC1=C(C(=O)NC(C)C)C2(CCC(C)CC2)OC1=O (centres undefined)	-2%	-1%	-2%	2%	2%	21%	-1%	-1%
CC1(c2cccc([N+](=O)[O-])c2)CC(C)(C)N(C(=O)c2ccccc2)c2ccccc21 (centres undefined)	-8%	-6%	2%	?	4%	-2%	9%	8%
